Source: PubChem
Casp6 inh = caspase-6 (human) enzyme inhibition. P55212. purified caspase-6, Z-VEID-R110 cleavage fluorescence. inhibition, % at 12.5 µM. 350,000 compounds, 0.53% hits;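 active = mean inhibition across replicates at least about 35%, with every replicate also reaching that limit, limit read from the data; inconclusive = only one of the two criteria met; inactive = neither criterion met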;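 note: 0% = median of neutral control wells and 100% = no fluorescence left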
Target sequence (P55212 24-179 limits assumed): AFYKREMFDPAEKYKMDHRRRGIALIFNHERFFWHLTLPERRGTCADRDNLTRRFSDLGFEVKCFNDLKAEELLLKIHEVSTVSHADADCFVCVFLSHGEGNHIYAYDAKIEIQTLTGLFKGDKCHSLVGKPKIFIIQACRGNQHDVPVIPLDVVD
Target sequence (P55212 194-293 limits assumed): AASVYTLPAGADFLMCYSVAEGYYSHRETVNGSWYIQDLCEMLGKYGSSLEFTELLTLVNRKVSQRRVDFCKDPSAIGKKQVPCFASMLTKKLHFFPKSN
SIRT5 inh = blocks human SIRT5 desuccinylation of peptide; Purified SirT5, succinyl-peptide AMC, trypsin-coupled fluorescence; inhibition, % at 15 µM; 330,000 compounds, 1.1% hits; Q9NXA8; in the data active = inhibition above about 15%; inconclusive = no clear call, values can overlap the other calls
Target sequence (Q9NXA8 whole entry, looked up): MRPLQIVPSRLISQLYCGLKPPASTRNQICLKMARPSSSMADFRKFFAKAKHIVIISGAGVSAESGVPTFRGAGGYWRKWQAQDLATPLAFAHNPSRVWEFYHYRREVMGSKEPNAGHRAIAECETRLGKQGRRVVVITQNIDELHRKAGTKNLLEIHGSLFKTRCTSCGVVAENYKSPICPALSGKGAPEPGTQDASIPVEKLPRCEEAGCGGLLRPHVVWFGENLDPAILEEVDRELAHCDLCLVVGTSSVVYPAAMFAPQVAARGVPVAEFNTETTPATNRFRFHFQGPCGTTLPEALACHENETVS
PAX8 reporter = inhibitors of PAX8 transcriptional activity in RMG-I cells. RMG-I TPO-luciferase reporter, SteadyGlo, 24 h. inhibition, % at 12.6 µM. 360,000 compounds, 1.2% hits;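 active = mean replicate inhibition at least 60% with every replicate also reaching 60%; inconclusive = only one of the two criteria is met; inactive = mean below 60% and not all replicates reaching 60%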;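 note: luciferase light reporting Pax8 driven TPO promoter activity; plate controls were median of neutral control wells for no effect and mitoxantrone controls for full effect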
LGR2 antag = inhibitors of bursicon-induced Drosophila LGR2 receptor cAMP signaling | 380,000 compounds, 0.35% hits | HEK293 LGR2, CRE-luciferase, bursicon-stimulated, 4 h | inhibition, % at 9.99 µM | AID 720647;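 active = drop in luminescence signal, shown as inhibition above about 50% in the replicate tests, limit read from the data, passing the limit was not always enough; inconclusive = probably only some replicates passing the limit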;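 note: agonist challenge used bursicon conditioned medium at about half maximal strength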
EWS-Fli inh = EWS/Fli transcriptional activity inhibition; A673 NR0B1-luciferase reporter, viability-normalised; inhibition, % at 12.6 µM; 350,000 compounds, 0.67% hits; AID 651661;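 active = mean inhibition of at least 50% after viability correction, with every replicate also passing that limit; inconclusive = mean reaches 50% but only one of two replicates passes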;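 note: firefly luciferase signal divided by Alamar Blue viability fluorescence both relative to DMSO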
DENV2 CPE rescue = inhibitors of DENV2 cytopathic effect; CPE inhibition, % at 9.99 µM; 350,000 compounds, 1.7% hits; DENV2-infected cells, cytopathic effect rescue, plate reader; in the data active = CPE inhibition above about 20%, passing the limit was not always enough; inconclusive = no clear call, values can overlap the other calls; tested in BHK-21 cells;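 note: 0% = median of neutral control wells and 100% = median of positive control wells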
ARNT TACC3 PPI = disrupts binding between human ARNT and TACC3. Q9Y6A5. AlphaScreen His-ARNT PAS-B/GST-TACC3 binding, luminescence; TACC3 fragment carries E629A point mutation. inhibition, % at 9.99 µM. 390,000 compounds, 0.66% hits;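 active = mean inhibition of replicates at least 50% and at least half of replicates each reaching 50%; inconclusive = half or more replicates reach 50% but mean below 50%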;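 note: 0% = complete ARNT plus TACC3 wells and 100% = ARNT alone without TACC3; many hits fall short of the cut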
* hit, by the source's call; ? = inconclusive; . = no result given.

SMILES	Casp6 inh	SIRT5 inh	PAX8 reporter	LGR2 antag	EWS-Fli inh	DENV2 CPE rescue	ARNT TACC3 PPI
CCC(=O)Nc1ccc2c(c1)C(=O)N(C)C[C@@H](OC)[C@H](C)CN(C(=O)c1ccc(F)cc1)[C@@H](C)CO2	1	0	.	10	4	-6	-8
COC(=O)c1ccc(CSc2nc3c(c(=O)[nH]2)CCC3)cc1	-1	-7	3	-4	1	-3	.
Nc1cccc(-n2cccc2)c1	3	.	-3	-45	-6	-7	0
COc1cccc(C(=O)Nc2ccc3c(c2)C(=O)N(C)C[C@H](OC)[C@@H](C)CN(C(=O)C2CCCC2)[C@@H](C)CO3)c1	-1	0	5	-12	5	-5	-27
CCCN1C(=O)/C(=C/c2ccc(OCC(=O)OCC)cc2)NC1=S	3	3	2	9	3	-1	-2
CCCN(CC1CC1)C(=O)COC(=O)c1ccc(CNS(=O)(=O)c2ccc(F)c(Cl)c2)cc1	-1	.	-20	.	1	1	-10
CCCCNC(=O)c1cc2nc(-c3ccccc3)cc(C(F)(F)F)n2n1	-1	-4	-17	2	3	15	-7
Cc1ccc(C(=O)N2CCCCC2)cc1NC1=C(Cl)C(=O)N(Cc2ccccc2)C1=O	2	-1	72*	18	15	18	0
COc1ccc(C(=O)Nc2ccc(Cc3ccncc3)cc2)cc1Br	-1	.	5	-14	3	.	.
CCCN(C)C[C@@H]1Oc2ncc(-c3ccccc3OC)cc2C(=O)N([C@H](C)CO)C[C@@H]1C	1	?	.	14	-2	-3	-9
CC(C)NC(=O)Nc1cccc2c1O[C@H](CN(C)Cc1ccc(Cl)c(Cl)c1)[C@@H](C)CN([C@H](C)CO)C2=O	-2	-4	-4	11	.	?	3
CNC[C@H]1Oc2ccc(NS(=O)(=O)c3cn(C)cn3)cc2C(=O)N([C@H](C)CO)C[C@@H]1C	-1	-3	-11	-2	-6	4	-1
COc1ccc(C2C(C(=O)NCc3ccco3)c3ccccc3C(=O)N2C)cc1 (centres undefined)	1	-1	-12	-12	5	3	-5
CCCCc1nnc(NC(=O)CSCc2cc(=O)n3c(C)csc3n2)s1	2	-3	-12	-2	2	10	-7
COc1ccc(N2CCN(c3cc(C)c4ccc(C)cc4n3)CC2)cc1	6	-7	28	.	4	-3	16
CCCCn1[nH]c(-c2ccccc2)cc1=O	.	.	17	-1	.	.	-5
CCCCCOc1ccc(C(=O)CCC(=O)NC(C)c2ccc(S(N)(=O)=O)cc2)cc1 (centres undefined)	5	.	4	.	4	11	-7
C[C@H](O)C#Cc1ccc2c(c1)O[C@H](CN(C)C(=O)C1CC1)[C@H](C)CN([C@@H](C)CO)S2(=O)=O	1	5	.	14	11	-4	-8
Cc1ccc(-c2nnn(CC(=O)N(Cc3ccccc3)C(C(=O)NC(C)(C)C)c3ccncc3)n2)o1 (centres undefined)	4	0	.	-26	-10	1	-1
C=CCC[C@H](Cc1ccc(F)cc1)C(=O)OC[C@H](C)NC(=O)[C@H](CC=C)CC(=O)N(CCO)Cc1ccccc1	-3	17*	24	20	-6	0	-4
COC(=O)c1cc2c(c3c4cc(C)ccc4n(S(=O)(=O)c4ccc(OC)cc4)c13)C(=O)N(Cc1ccccc1OC)C2	1	.	3	-8	8	-3	.
N#Cc1ccc(-c2ccc(C3[C@H]4CNC[C@@H]3N4C(=O)NC3CCCC3)cc2)cc1 (some centres undefined)	-1	-2	.	17	0	-6	.
CCCS(=O)(=O)NC(=O)C1(C)CCCN(C(=O)c2cc(C)nn2C(C)(C)C)C1 (centres undefined)	1	-5	.	-15	-4	5	.
CCC(=O)N1CCCCN2[C@@H](CO)[C@H](c3ccc(-c4cccnc4)cc3)[C@@H]2C1	-4	0	-42	-17	0	4	-14
COC(=O)C[C@@H]1C[C@@H]2c3cc(NC(=O)NC4CCCC4)ccc3O[C@@H]2[C@@H](CO)O1	2	-3	1	10	3	-3	0
S=c1[nH]nc(-c2cccnc2)n1/N=C/c1ccc(Br)s1	.	.	10	33	.	.	1
COc1ccccc1C(=O)Nc1ccccc1N1CCCCC1	1	-8	6	21	20	7	14*
CC(CCc1ccccc1)NC(=O)c1ccc(Br)cc1 (centres undefined)	0	-3	-13	-12	-27	8	-5
Cc1nn(CC(=O)O)c(C)c1[N+](=O)[O-]	1	5	12	-28	10	-2	-16
Cc1cc(=O)[nH]c2ccc(S(=O)(=O)Nc3ccc(O)cc3)cc12	0	0	-8	11	18	13	6
COc1ccc2[nH]c3c(c2c1)CCN1C(=O)N([C@@H](C)C(=O)NCc2ccccc2)C(=O)[C@]31C	1	.	.	.	12	1	0
COc1ccccc1N(CC(=O)NCCSCc1ccccc1Cl)S(C)(=O)=O	39*	-6	7	13	6	-4	-3
CN1C(=O)CS(=O)c2ccc(C(=O)NCCC3=CCCCC3)cc21 (centres undefined)	0	.	17	-22	7	1	3
CC(C)c1ccc(NC(=O)C2CCCN2S(=O)(=O)c2ccccc2F)cc1 (centres undefined)	1	1	-26	-2	-24	?	-2
CC(=O)c1cccc(NC(=O)COc2ccc(S(=O)(=O)N3CCOCC3)cc2)c1	-3	4	-3	2	.	0	-6
O=C1CNC(=S)N1Cc1ccccc1Cl	-1	-4	-3	-4	7	13	-3
C[C@@H]1CN([C@@H](C)CO)C(=O)Cc2cc(NC(=O)CCN3CCOCC3)ccc2O[C@@H]1CN(C)Cc1ccc(C(=O)O)cc1	.	.	2	-2	-4	10	-11
C[C@@H]1CN([C@H](C)CO)C(=O)c2cc(NC(=O)Nc3ccc(F)cc3)ccc2O[C@@H]1CN(C)Cc1ccc(C(F)(F)F)cc1	1	2	41	15	13	-3	5
COc1ccc(C)cc1S(=O)(=O)N1CCCC(C(=O)N2CCN(c3ccccc3F)CC2)C1 (centres undefined)	-1	8	28	12	20	0	5
CN(C)C(=O)[C@H]1[C@H](CO)[C@H]2Cn3c(ccc(C4=CCCCC4)c3=O)[C@@H]1N2Cc1ccccc1	0	-32	3	12	0	1	-5
O=C(O)CC12CC3CC(C1)CC(n1ncc(NCc4ccco4)c(Cl)c1=O)(C3)C2	-3	-3	-4	-3	-2	9	-3
CC(C)NC(=O)N1[C@H](CO)[C@H]2c3ccccc3N(C)C[C@H]21	3	7	-3	7	-3	-2	-2
CCCCCC(=O)Nc1cc(S(=O)(=O)N2CCOCC2)ccc1N1CCCC1	4	3	.	-10	14	?	2
O=C(c1ccsc1)N1CCCC(Nc2cccc(F)c2)C1 (centres undefined)	-1	-3	-3	3	-9	-2	-5
CC(=O)c1ccc(N2CCN(C(=O)CCCn3c(=O)[nH]c4ccsc4c3=O)CC2)cc1	.	-5	-20	-5	-7	1	-2

Part of the list above, reduced to LGR2 antag.
SMILES	LGR2 antag
COc1ccc(C)cc1S(=O)(=O)N1CCCC(C(=O)N2CCN(c3ccccc3F)CC2)C1 (centres undefined)	12
CN(C)C(=O)[C@H]1[C@H](CO)[C@H]2Cn3c(ccc(C4=CCCCC4)c3=O)[C@@H]1N2Cc1ccccc1	12
O=C(O)CC12CC3CC(C1)CC(n1ncc(NCc4ccco4)c(Cl)c1=O)(C3)C2	-3

(further entries)
SMILES	Casp6 inh	SIRT5 inh	PAX8 reporter	LGR2 antag	EWS-Fli inh	DENV2 CPE rescue	ARNT TACC3 PPI
COc1ccc(CNC(=O)C2CCN(c3cc(C(=O)Nc4cccc(OC)c4)ccn3)CC2)cc1	-1	7	28	12	.	-6	-7
Cc1ccc(S(=O)(=O)NC2CC(C)(C)N(O)C(C)(C)C2)cc1	3	-15	2	-5	-8	-4	.
O=C(CN(C(=O)Cn1nnc(-c2ccc(F)cc2)n1)c1cccc(F)c1)NC1CCCC1	0	1	8	-32	8	0	1
OC[C@@H]1CN(Cc2ccc(Cl)cc2)C[C@H](n2cnc3c(Nc4ccccc4)ncnc32)O1	-1	-1	18	-25	-8	?	.
COc1ccc(S(=O)(=O)N2CC[C@@H]3[C@H](CO)Nc4ccc(-c5ccccc5F)cc4[C@@H]32)cc1	.	.	4	17	-2	-9	-11
COC(=O)c1cc2c([nH]c1=O)CCCC2=O	1	.	-10	-2	3	15	-1
Cc1ccccc1C1CC(c2ccc(Br)cc2)Nc2nc(N)nn21 (centres undefined)	-1	.	2	-9	-3	-10	1
C[C@H]1CN([C@@H](C)CO)S(=O)(=O)c2ccc(C#CC(C)(C)O)cc2O[C@@H]1CN(C)C(=O)CC1CC1	2	0	.	-26	-6	3	1
COc1ccc(CCNC(=O)C2CCN(S(=O)(=O)c3ccc(NC(C)=O)cc3)CC2)cc1OC	0	1	-14	-4	9	2	-9
O=C(COC(=O)c1n[nH]c2ccccc12)Nc1ccccc1F	2	-4	-100	-88	-57	-3	4
Cc1c(Nc2ncnc3nc[nH]c23)c(=O)n(-c2ccccc2)n1C	-2	.	20	-1	8	-2	4
CSc1cccc(NC(=O)C(=O)NCc2ccccc2)c1	0	.	-11	-4	-2	-6	-14
CN1C(=O)c2cc(NC(=O)Cc3ccccc3)ccc2OC[C@@H]2O[C@@H](CC(=O)O)CC[C@H]21	1	-6	-1	17	1	11	-11
COc1cc(-c2nc3ccc(N4CCN(C)CC4)cc3[nH]2)cc(OC)c1OC	-22	-26	-69	-10	13	5	1
COCCN1C[C@@H](CO)O[C@@H](n2cnc3c(N(C)C(C)C)ncnc32)C1	-1	2	-19	-13	-3	?	.
Cc1c[n+](CC(=O)c2ccccc2)cs1	1	-1	-15	-5	1	3	-15
CSCc1ccc(C(=O)NCc2ccc(C)cc2)cc1	.	.	-26	-31	.	.	0
Cc1ccc(CNC(=O)CN2C(=O)NC3(CCCC3)C2=O)cc1	0	6	.	-1	-4	11	22
COc1ccc(CCN2C(=O)CSCC2(C)C(=O)Nc2ccc3c(c2)OCCO3)cc1OC (centres undefined)	1	1	-5	-12	-16	21*	.
C[C@H](CO)N1C[C@H](C)[C@@H](CN(C)Cc2ccccc2)OCCCC[C@H](C)Oc2ccc(NC(=O)Nc3ccccc3)cc2C1=O	2	-1	16	-1	-1	9	5
CC(C)N(C(=S)Nc1cccc(C(F)(F)F)c1)C(C)c1ccccn1 (centres undefined)	1	-3	2	-11	10	-3	-3
CCN(CC)Cc1c(C(=O)N/N=C/c2c(Cl)cccc2Cl)nnn1-c1nonc1N	-3	1	-10	-3	3	0	0
Cc1ccc(S(=O)(=O)N2CCCC2C(=O)NCCc2ccccc2)cc1 (centres undefined)	-3	1	-4	7	-5	11	-8
Cc1cccc(N(C(=O)c2nsc(Cl)c2Cl)C(C(=O)NC2CCCC2)c2ccc(O)cc2)c1 (centres undefined)	.	.	-12	-11	.	.	0
COc1ccc(C(=O)NCC2(c3ccccc3)CCOCC2)cc1[N+](=O)[O-]	.	.	-3	-8	.	.	13
CCOc1cc(/C=C2\NC(=S)N(C)C2=O)ccc1OCc1ccc(C(=O)O)cc1	9	11	36	9	11	5	3
O=C(Nc1ccccc1C(=O)O)c1cc(S(=O)(=O)N2CCCCCC2)ccc1Cl	13	0	-16	7	.	2	.
Cc1cc(C)c(S(=O)(=O)NCc2ccc3c(c2)OCO3)cc1C	1	.	6	-11	3	3	-2
O=C(Nc1nnc(C2CC2)s1)c1cncc(Br)c1	-1	-5	-4	3	-31	-4	0
CCC(=O)Nc1ccc2c(c1)OC[C@@H](C)N(Cc1nccs1)C[C@H](C)[C@@H](OC)CN(C)C2=O	3	-1	-4	0	-12	1	-2
NC(=S)Nc1cccc2cn[nH]c12	-3	0	4	-1	5	-6	6
CN(C)CCOC1c2ccccc2CCc2ccc3ccccc3c21 (centres undefined)	-8	-6	18	.	7	-2	9
Cc1cc(C(=O)Nc2ccc3c(c2)C(=O)N(C)[C@@H]2CC[C@H](CC(=O)NCc4ccc(-c5ccccc5)cc4)O[C@@H]2CO3)no1	-3	7	80*	26	?	?	7
COc1ccc(NC(=O)Cn2nc(Cc3cccnc3)c3ccccc3c2=O)c(OC)c1	0	-1	7	0	6	4	-3

3 compounds already listed, ordered by number of heavy atoms, falling.
SMILES	Casp6 inh	SIRT5 inh	PAX8 reporter	LGR2 antag	EWS-Fli inh	DENV2 CPE rescue	ARNT TACC3 PPI
CCC(=O)Nc1ccc2c(c1)OC[C@@H](C)N(Cc1nccs1)C[C@H](C)[C@@H](OC)CN(C)C2=O	3	-1	-4	0	-12	1	-2
O=C(Nc1nnc(C2CC2)s1)c1cncc(Br)c1	-1	-5	-4	3	-31	-4	0
NC(=S)Nc1cccc2cn[nH]c12	-3	0	4	-1	5	-6	6
